Cardio protect: protects H9c2 cardiomyocytes from peroxide injury. H2O2 injury protection, ATPLite, 2 h. protection from H2O2 cell death, % at 20 µM. hit rate 0.63% among 360,000. AID 588492;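 active means compounds giving at least 50% protection of heart cells from peroxide-induced death in the single-dose screen, raw or plate-pattern-corrected value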;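 further: 0% = DMSO wells with peroxide and 100% = DMSO wells without peroxide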
Peg3 promoter: reduces Peg3 promoter-driven luciferase expression in HeLa; HeLa PEG-Prom luciferase reporter, luminescence, overnight; inhibition, % at 20 µM; hit rate 1.7% among 360,000; AID 588405;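 active means inhibition of at least 50% at 20 µM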
PDI inh: blocks human protein disulfide isomerase activity; PDI insulin aggregation turbidity, A650, 90 min; P07237; hit rate 0.052% among 350,000; inhibition, % at 10 µM;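 active means mean inhibition across replicates of 30% or more, whatever share of single replicates reach that level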;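 further: absorbance from insulin aggregation driven by PDI reduction with DTT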
Target sequence (P07237 whole entry, looked up): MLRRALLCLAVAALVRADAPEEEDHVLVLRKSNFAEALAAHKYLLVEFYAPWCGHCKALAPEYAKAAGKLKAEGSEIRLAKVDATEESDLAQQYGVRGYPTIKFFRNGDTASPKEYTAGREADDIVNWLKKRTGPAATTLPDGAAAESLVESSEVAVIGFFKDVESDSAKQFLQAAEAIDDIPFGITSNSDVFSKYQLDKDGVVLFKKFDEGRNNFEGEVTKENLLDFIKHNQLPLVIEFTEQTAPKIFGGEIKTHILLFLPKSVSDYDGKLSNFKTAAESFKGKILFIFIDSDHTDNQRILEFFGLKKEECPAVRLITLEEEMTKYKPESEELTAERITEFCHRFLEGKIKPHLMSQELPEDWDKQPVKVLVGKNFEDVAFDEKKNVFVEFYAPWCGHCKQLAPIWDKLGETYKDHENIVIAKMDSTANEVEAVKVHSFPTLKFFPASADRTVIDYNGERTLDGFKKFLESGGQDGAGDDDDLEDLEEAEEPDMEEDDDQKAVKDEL
NR2E3 ag-1: activates human photoreceptor nuclear receptor NR2E3 | GST-NR2E3/biotin-RetCOR TR-FRET, 1536-well | inhibition of corepressor binding, % at 4.78 µM | hit rate 0.12% among 320,000 | AID 2300;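 active means percent inhibition above the cutoff of mean plus 3 SD of all tested compounds, set per screening campaign, cut at about 20% in these data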;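 further: 0% = DMSO wells and 100% = biotin wells as full block of FRET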
Target sequence (Q9Y5X4 whole entry, looked up): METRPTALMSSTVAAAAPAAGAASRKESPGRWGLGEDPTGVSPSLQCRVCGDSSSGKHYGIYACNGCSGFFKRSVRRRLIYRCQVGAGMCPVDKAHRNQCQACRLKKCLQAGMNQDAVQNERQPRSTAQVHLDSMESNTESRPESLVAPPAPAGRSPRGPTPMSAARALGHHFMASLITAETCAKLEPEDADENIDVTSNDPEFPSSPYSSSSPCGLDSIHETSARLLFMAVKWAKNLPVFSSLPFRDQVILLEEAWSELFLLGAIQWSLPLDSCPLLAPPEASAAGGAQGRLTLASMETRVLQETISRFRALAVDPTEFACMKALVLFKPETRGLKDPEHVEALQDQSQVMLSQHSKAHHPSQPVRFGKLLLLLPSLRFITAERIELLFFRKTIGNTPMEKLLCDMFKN
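System: GST-NR2E3 and biotin-RetCOR proteins; probe or stimulus: 7 nM biotin-RetCOR; doses: compound at 4.8 µM, single dose; schedule: Compound–protein incubation for 5 h at 4 °C; detection: time-resolved FRET; read-out: percent inhibition; controls: biotin wells as high control, 0.6% DMSO wells as low control; format: 1536-well plates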
HIF-2a block: inhibitors of HIF-2a | 786-0 RCC cells HIF-2a reporter, luciferase luminescence, overnight | inhibition, % at 18.8 µM | hit rate 0.72% among 360,000 | AID 624352;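 active means inhibition of the luminescence signal of 40% or more relative to plate controls, in a single-dose primary screen at 18.75 µM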
Shn3 inh set2: inhibitors of Schnurri-3 3'UTR reporter in osteoblasts; inhibition, % at 12.5 µM; hit rate 0.52% among 360,000; Clone20 osteoblast Shn3 3'UTR firefly luciferase, 24 h;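 active means mean inhibition of at least 75% with every replicate also reaching 75%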;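 further: 0% = median of neutral control wells and 100% = pilot-screen positive control compound; some compounds past the cut are filed as inactive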
CaV13 FRET inh: Primary screen for inhibitors of IQ motif and Ca2+-dependent inactivation inhibitor domain binding in CACNA1D, Förster resonance energy transfer in living cells, …. HEK cells, CFP/YFP FRET ICDI-IQ, plate reader, 10 min; percent FRET-ratio fall versus neutral wells. hit rate 0.098% among 340,000. inhibition, % at 12.3 µM;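 active means mean replicate inhibition of at least 30% and at least 1% of replicates passing that level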;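 further: 0% = median of the neutral control wells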
m5-HT2A agonist: mouse HTR2A agonism via beta-arrestin recruitment; AID 624169; CHO-K1 mHTR2A beta-arrestin complementation, luminescence; percent of 30 µM serotonin response; activation, % at 7.6 µM; hit rate 0.66% among 360,000; P35363;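 active means activation above a run cutoff, the mean activation of all tested compounds plus 3 SD, cut at about 14% in these data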;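 further: 0% = plate median of compound wells and 100% = 30 µM serotonin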
iPSC survival up: enhancers of human iPSC single-cell survival. survival enhancement, % at 20 µM. hiPSC single-cell survival, ATPlite luminescence; 100% = ROCK inhibitor wells, 0% = DMSO. AID 602274. hit rate 0.044% among 360,000; in the data active means survival enhancement above about 18%;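 further: cells exposed to compounds for 16 hours before the ATP read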
NR2E3 ag-2: activates human NR2E3 receptor | CHO-S Gal4-NCOR/VP16-NR2E3 two-hybrid, luciferase | Q9Y5X4 | hit rate 0.35% among 360,000 | inhibition of corepressor binding, % at 3.98 µM | AID 602229;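 active means inhibition above the mean of all tested compounds plus 3 SD, cut at about 70% in these data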;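 further: 0% = DMSO with NR2E3 transfected cells and 100% = cells lacking NR2E3 construct; higher means lower luciferase signal from less NR2E3 corepressor binding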
MITF TRPM1 inh: inhibitors of MITF-driven TRPM1 promoter in melanoma cells; inhibition, % at 12.5 µM; SK-MEL-5 TRPM1 promoter luciferase, 24 h; hit rate 0.83% among 330,000;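 active means mean inhibition across replicates of 60% or more, whatever share of single replicates reaches that level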; further: values of inactives mirror those of a sister screen read the other way
* hit, by the source's call; . = not tested or not shown.

smiles	Cardio protect	Peg3 promoter	PDI inh	NR2E3 ag-1	HIF-2a block	Shn3 inh set2	CaV13 FRET inh	m5-HT2A agonist	iPSC survival up	NR2E3 ag-2	MITF TRPM1 inh
Cc1ccc(CNC(=O)CCCOc2cc(=O)n(C)c3ccccc23)o1	0	-11	-1	-1	-1	16	-5	3	-0.1	-4	5
O=C(CSc1nc(-c2ccc(F)cc2)cs1)NCC1CCCO1 (centres undefined)	0	-19	-2	.	-46	-17	-6	-4	1.4	23	-9
COc1ccccc1NC(=O)NCCc1ccccc1	0	-16	-8	.	-18	8	.	-3	-0.4	-46	-19
CCOc1ccccc1-n1c(SCC(=O)N2CCOCC2)nc2ccccc2c1=O	3	18	-3	-1	3	0	-3	1	-0.7	-16	35
COc1ccc(C)cc1NC(=O)C1CC1c1ccccc1 (centres undefined)	0	0	-1	-2	-28	7	-5	-1	-0.3	18	3
Cc1ccnc(NC(=O)CCC(=O)N(CC(=O)NCc2ccc(F)cc2)Cc2ccco2)c1	2	-10	-11	-4	15	-14	-5	4	0.0	0	9
CC(=O)c1ccc(-n2c(CCC(=O)O)ccc2-c2ccc(Br)cc2)cc1	-3	9	6	7	4	-35	-4	3	4.9	-23	20
CCN(CC)c1c([N+](=O)[O-])c(=O)n(C)c2ccccc12	2	18	-6	0	14	-8	-4	-1	-1.1	16	5
CSc1ccccc1OCc1cc(C(=O)NCCCc2ccccc2)no1	-8	18	7	1	0	6	-9	2	-0.4	-5	16
CCOc1ccccc1C(=O)NCC(=O)NCC1CCCCC1	2	-10	-5	2	-13	6	-3	-5	0.1	-3	-4
C=CCN1CC2(c3ccccc3)CN(CC=C)CC(c3ccccc3)(C1)C2=O	9	8	4	1	7	-7	-3	-1	-1.8	-14	13
O=C(Nc1cc(Cl)ccc1Cl)Nn1cnnc1	10	4	6	.	21	3	-3	2	-0.3	0	-6
CN1CCN(C(=O)CCNC(=O)Cn2cnc3ccccc3c2=O)CC1	-4	-7	3	1	12	1	-3	4	1.1	14	-3
C=CCn1c(C)cc(C(=O)CN2NS(=O)(=O)c3ccccc3C2=O)c1C	-6	-159	-5	0	-245	-61	-2	-9	-2.3	-108	-56
CCCCC(=O)N/N=C/c1ccc(Sc2cccc3cccnc23)o1	-17	2	4	-1	-17	13	.	-4	0.1	86*	0
O=C(O)c1cccc2c1C(=O)c1ccccc1-2	10	3	3	-4	19	-3	-5	-2	-0.6	6	17
CC(C)N(Cc1nc(-c2ccc(Cl)cc2)no1)C(=O)C12CC3CC(CC(C3)C1)C2	-20	13	-25	0	7	-5	-3	6	11	-21	3
Cc1nc(N)sc1N=Nc1ccccc1C(F)(F)F	-9	-295	-6	1	-226	-96	-2	3	0.5	-127	-153
CC1=CC(=O)Nc2cncnc2N1	7	19	-20	.	13	-17	-2	-2	1.8	-15	10
Cc1[nH]c2ccccc2c1C1=NNC(=Nc2ccc(F)cc2)SC1	0	15	10	1	-32	53	-19	1	4.3	-31	21
COc1cccc(-c2nc(CS(=O)(=O)CC(=O)Nc3cccc(C)c3C)c(C)o2)c1	-9	9	.	4	9	-16	-3	1	-3.5	25	.
C=CCOC1COC2C(OCC=C)COC12 (centres undefined)	8	6	6	.	6	-6	-5	7	2.1	18	5
Cc1c(Cc2ccccc2)c(=O)oc2cc(OCc3ccc(C(=O)O)cc3)ccc12	-5	-45	-7	5	-55	-9	-3	4	-0.4	-12	-5
Cc1ccc(/C=N/NC(=O)CNC(=O)c2ccc(S(=O)(=O)N(C)C)cc2)o1	14	8	8	6	12	2	-10	-3	-0.9	-14	16
CCCN1C(=O)C(O)(CC(=O)c2ccc3c(c2)OCCO3)c2ccccc21 (centres undefined)	0	7	-5	1	20	.	-1	5	-1.7	-11	3
CC(=O)Nc1ccc(S(=O)(=O)N2CCc3cc4c(cc3C2)OCCCO4)cc1	-7	-11	0	2	-10	38	-8	2	-0.5	18	8
CCOC(=O)N1CCN(C(=O)c2cc3c(-c4cccc(OC)c4)nn(C)c3s2)CC1	-4	38	-2	0	22	43	-2	6	0.2	-12	17
COc1cc(-n2c(=O)c3ccccc3n(Cc3cccc(F)c3)c2=O)cc(OC)c1OC	-11	11	2	3	17	.	-7	-1	-0.1	10	2
CC(C)(C)c1ccc(C(=O)NC(=O)CSc2n[nH]c(N)n2)cc1	0	-29	14	0	-50	0	-5	5	-0.3	-13	-13
CCOc1cccc(CN2CCN(CCCc3ccccc3)C(CCO)C2)c1O (centres undefined)	-2	4	18	-4	4	-27	-4	-2	-0.5	-13	16

As a short view, some entries already given:
smiles	Cardio protect	Peg3 promoter	PDI inh	NR2E3 ag-1	HIF-2a block	Shn3 inh set2	CaV13 FRET inh	m5-HT2A agonist	iPSC survival up	NR2E3 ag-2	MITF TRPM1 inh
COc1cc(-n2c(=O)c3ccccc3n(Cc3cccc(F)c3)c2=O)cc(OC)c1OC	-11	11	2	3	17	.	-7	-1	-0.1	10	2
CC(C)(C)c1ccc(C(=O)NC(=O)CSc2n[nH]c(N)n2)cc1	0	-29	14	0	-50	0	-5	5	-0.3	-13	-13
CCOc1cccc(CN2CCN(CCCc3ccccc3)C(CCO)C2)c1O (centres undefined)	-2	4	18	-4	4	-27	-4	-2	-0.5	-13	16

Further compounds follow.
smiles	Cardio protect	Peg3 promoter	PDI inh	NR2E3 ag-1	HIF-2a block	Shn3 inh set2	CaV13 FRET inh	m5-HT2A agonist	iPSC survival up	NR2E3 ag-2	MITF TRPM1 inh
CCCCN(Cc1cc2cc(C)ccc2[nH]c1=O)C(=O)c1ccccn1	2	11	15	-2	8	-11	-11	8	0.3	-42	12
O=C(Nc1nc(=O)n(C(=O)c2cccc(C(F)(F)F)c2)s1)c1ccccc1	3	11	6	-1	11	-10	-4	11	-0.2	-14	-9
O=S(=O)(NCc1ccccc1)c1cccc2cccnc12	0	2	-3	-2	17	-3	-4	-3	-1.3	-13	-7
Cc1nc2ccc(NC(=O)/C=C/C(=O)O)cc2nc1C	4	5	-3	4	22	-12	-47	-2	-2.9	-7	7
C/C(CCc1ccco1)=N/NC(=O)CCC(=O)Nc1cccc(Cl)c1	2	9	4	0	5	2	0	-2	-0.5	-23	-6
Cc1nc(NC(=O)c2cccs2)ccc1Br	-4	-269	-5	0	-223	-74	-17	2	1.7	-100	-38
O=[N+]([O-])c1cnn(-c2nc(-c3cccs3)cc(C(F)(F)F)n2)c1	-2	0	-11	-4	6	3	3	0	0.1	-15	-9
Cc1ccc(N2CC(C(=O)NC3CCSC3=O)CC2=O)cc1 (centres undefined)	2	6	6	0	3	7	-6	4	-2.4	-12	8
Cc1ccc(C)c(NC(=S)N(Cc2ccc(Cl)cc2)Cc2ccc(C(=O)O)cc2)c1	0	8	8	0	9	-7	-5	10	0.4	8	12
COC(=O)[C@H](Cc1ccccc1)NC(=O)Cn1cnc(C(=O)Nc2ccc(C)c(C)c2)n1	-4	-7	2	.	-24	13	-8	-3	2.1	-17	9
Cn1c(SCC(=O)Nc2ccccc2O)nnc1-c1ccco1	-2	-4	4	-2	1	-3	-5	3	0.1	-18	-7
C[C@@H]1CN([C@@H](C)CO)C(=O)c2cc(NC(=O)CCC(F)(F)F)ccc2O[C@H]1CN(C)Cc1ccc(Cl)c(Cl)c1	15	27	0	.	-24	23	-7	-2	-0.6	-21	6
CCc1nccn1CCC(=O)NC1CC(C)(C)Cc2c1cnn2-c1ccc(C)cc1 (centres undefined)	-6	3	-10	3	10	9	-2	-4	-0.4	-6	9
CCN(CC)C(c1ccc(F)cc1)c1nnnn1C1CCCCC1 (centres undefined)	-7	20	0	0	10	-8	-3	-7	-0.8	-29	-1
COc1ccc(CN=C2Nc3ccccc3CS2)cc1	-20	-207	-2	-3	-198	-81	-4	2	-0.8	-113	-57
COc1ccc(NC2CCCN(C(=O)CCCn3cncn3)C2)cc1OC (centres undefined)	-3	12	1	-4	5	-20	-2	-2	0.9	-16	3
ON=C1/C(=N\O)CC2(C/C1=N/O)OCCO2	17	13	12	5	3	-16	-7	5	-2.1	-14	14
CN1Cc2c(N3CCOCC3)nc(SCCC#N)c(C#N)c2CC1(C)C	5	6	-3	2	17	4	-2	-2	-0.8	-27	-19
Cc1ccc(C)c(NC(=O)c2cc3ccccc3o2)c1	2	-229	0	.	-308	-118	-1	2	-0.8	-67	-20
CC(C)NC(=S)Nc1ccc2cn[nH]c2c1	-6	-2	1	-1	14	22	-3	-2	6.6	-8	8
CC(C)N(C=O)C1(C(=O)NC2CCCCC2)CCCCC1	3	7	3	-2	15	-3	-4	-3	-0.3	12	-2
CCN(CC)CCN1C(=O)c2ccccc2NC1c1ccc(C)cc1 (centres undefined)	0	6	-7	4	12	7	-9	1	-1.2	-24	-5
CC(C)N1CCC(N2CCN(Cc3ccc(Oc4ncccn4)cc3)CC2CCO)CC1 (centres undefined)	0	-1	-2	2	16	-9	8	-2	-0.4	-14	-2
Cc1cc(C(=O)N/N=C/c2ccc(O)c(O)c2O)c(C)n1-c1ccccc1	29	-49	1	.	-8	61	2	-1	-0.3	-5	21
Cc1cc([N+](=O)[O-])nn1Cc1ccc(C(=O)N/N=C/c2ccccc2)cc1	1	-15	29	0	-41	-23	-5	-1	-1.9	16	-2
CCCC(NS(=O)(=O)c1ccc(Br)cc1)C(=O)O (centres undefined)	3	8	-4	-1	-11	17	-5	1	4.5	2	2
C/C(=N/NS(=O)(=O)c1ccccc1)c1c[nH]c2ccccc12	1	1	-5	.	11	1	.	5	0.3	-14	5
O=C(O)c1ccc([N+](=O)[O-])cc1	8	2	-7	.	16	-2	-8	12	-0.2	-4	7
Cc1ccc(-c2nc3cccnc3s2)cc1NC(=O)C1c2ccccc2Oc2ccccc21	6	-46	.	.	-60	-33	-3	3	-0.6	-29	.
O=S(=O)(c1ccccc1)N1CN(c2ccc(F)cc2F)c2nc3ccccc3nc21	-7	-10	5	.	-8	-6	-6	5	-0.2	-42	.
Cc1ccc(/C=N/NC(=O)c2ccc(Br)o2)s1	-10	-168	-14	3	-201	-50	-2	-5	-0.2	-52	-61
CN(C)CCCN1C(=O)c2oc3ccc(Cl)cc3c(=O)c2C1c1cccnc1 (centres undefined)	2	4	.	1	-6	5	-3	1	1.6	-8	.
C=CC[C@@H](CC(=O)OC(C)(C)C)C(=O)OC[C@@H]1CCCN1C(=O)[C@H](CC=C)CC(=O)NCCO	2	5	3	.	5	-76	-6	14	0.4	-16	0
CCOc1ccc(S(=O)(=O)N2CCN=C2c2ccccc2)cc1	-4	29	3	1	-1	-15	-3	1	-0.3	-7	1

Bioassay records from PubChem BioAssay.
